Bioassay records from PubChem.
PTAP TSG101 blk: blocks PTAP/TSG101 interaction to inhibit HIV-1 budding; Q99816; Fluorescence polarization, FITC-PTAP peptide / Tsg101 binding; Potency, µM (series often up to 115 µM), for inactives: top-dose activity change, negative = inhibition, usual class: inhibitors; 340,000 tested, under 10 active; AID 493005; active means well fitted inhibition curve with a large enough effect in the main read-out, with a control signal flat, not every such curve was filed as active; inconclusive means small, poorly fitted or top-dose-only effect, or effect the other way, or a change in a side signal; inactive means no such curve, though single readings can be large or run the other way; further: potency means the concentration at half of the fitted maximal effect; % of control where 0% means no effect
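Fluorescence anisotropy tracks displacement of a FITC-tagged PTAP peptide (50 nM) from the Tsg101 binding domain (10 uM), following a 20 min room-temperature incubation at pH 7.5.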
AT treatment: potential ataxia-telangiectasia treatments restoring KAP-1 phosphorylation. […] A-T fibroblasts, KAP-1 phosphorylation AlphaLISA; neocarzinostatin DNA damage 30 min before lysis. hit rate 0.19% among 320,000. Potency, µM (series often up to 57.5 µM), for inactives: at the highest dose activation, hits mostly activators; further: potency means the concentration at half of the fitted maximal effect; % of control where 0% means no effect; nearly all actives have a fitted effect of over 45% in size
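hTERT-immortalized A-T patient fibroblasts ([…]), 500 cells/well in OPTI-MEM, 1% FBS, got compounds for 60 min, then NCS for 30 min at 37C. Lysates were then assayed for phospho-KAP-1 by AlphaLISA (anti-pKAP1 donor, anti-KAP1 acceptor beads), 6 hr at 25C.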
a7 integrin act: activates integrin-mediated alleviation for muscular dystrophy; alpha7betagal myoblasts, beta-gal FDG fluorescence, 48 h; Potency, µM (series often up to 38.3 µM), without a hit: at the top dose activation, usual class: activators; hit rate 0.064% among 350,000; AID 624291;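 further: potency means the concentration at half of the fitted maximal effect; 100% = response of the positive control SU9516; nearly all actives have a fitted effect of over 60% in size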
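Alpha7betagal+/- myoblasts (passage 13) were plated 16-24 hr, then exposed to compounds (1:260 dilution of DMSO stock) for 48 hours at 37C. After MPER lysis, β-galactosidase reporter activity was read as FDG fluorescence (ex 480/em 540) after 30 minutes.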
BRCA1 expr act: BRCA1 expression activation | hit rate 1.1% among 380,000 | MCF7-BRCA1-FFLuc reporter, luminescence, 48 h; response scale: scaled: vehicle 0%, 10 µM genistein 100% | Potency, µM (series often up to 46.1 µM), for the others: top-dose activation, actives largely listed as activators | AID 624202; further: potency means the concentration at half of the fitted maximal effect; nearly all actives have a fitted effect of over 80% in size; some results filed as inactive show a strong effect at the top dose
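MCF7-BRCA1-FFLuc cells, 2000/well in phenol-red-free MEM, attached 2 h then treated 48 h at 37 C. Luciferase luminescence read 15 min after reagent; normalized to genistein maximum activation (10microM) and DMSO, concentration-response fitted.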
TRPV1 agonist: human TRPV1 agonism; Q8NER1; TRPV1-expressing cells, Fluo-8 calcium influx, agonist mode; activation, % at 8.33 µM; hit rate 0.19% among 320,000; in the data active means activation above about 80%; inconclusive means between about 30% and that limit; further: 0% is about no effect
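Fluo-8 calcium influx in TRPV1-expressing cells, kinetic read (ex 480/em 520 nm). Compound added and read 3 min for agonist activity, followed by capsaicin at EC20 final and 2 min further read for enhancement.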
ELG1 repair inh: inhibitors of ELG1-dependent DNA repair in HEK293T cells. HEK293T ELG1-luciferase reporter, luminescence, 16 h; DNA damage induced by 5-fluorouridine. Potency, µM (top dose mostly 46.1 µM), for the others: at the top dose activity change, negative = inhibition, hits mostly inhibitors. hit rate 2.3% among 330,000. AID 504467; further: potency means the concentration at half of the fitted maximal effect; on the % scale 0 is the no-effect control and ±100 the full control effect; nearly all actives have a fitted effect of over 55% in size
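Luminescence from the luciferase reporter, measured 30 min after ONE-Glo reagent at room temperature, was the read-out. Beforehand, 2,000 cells per well were exposed for 16 hr at 37 °C to 5-fluorouridine together with compound or vehicle.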
p53 reactivation: re-activators of mutant p53 | H1299 p53-A138V BP100-luciferase reporter, luminescence, 24 h | Potency, µM (doses to about 92.2 µM), for the others: top-dose activity change, positive = activation, actives largely listed as activators | hit rate 0.063% among 320,000; further: potency means the concentration at half of the fitted maximal effect; % of control where 0% means no effect; nearly all actives have a fitted effect of over 45% in size
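p53-null H1299 cells stably carrying temperature-sensitive p53-A138V and a BP100-luciferase reporter were pinned with compounds (4-point, 1:5 series) and held 24 hrs at 37 deg C. Luminescence was read 10 min after detection reagent.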
MLL CXXC-DNA inh: blocks binding of human MLL CXXC domain to DNA. MLL-CXXC / FITC-HOXA9 DNA fluorescence polarization. Potency, µM (top dose mostly 115 µM), for the others: at the highest dose activity change, negative = inhibition, hits mostly inhibitors. hit rate 0.037% among 290,000. AID 2662; active means well fitted inhibition curve with a large enough effect in the polarisation, with a control signal flat, not every such curve was filed as active; inconclusive means small, poorly fitted or top-dose-only effect, or effect the other way, or a change in a side signal; inactive means no such curve, though single readings can be large or run the other way; the % refers to the polarisation; further: potency means the concentration at half of the fitted maximal effect
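Fluorescence polarization: 7 uM MLL-CXXC (stock) preincubated 5 min with compounds, then 50 nM fluorescein-HOX-A9 DNA (stock) added; 30 min ambient. Buffer 50 mM Tris-HCl pH 7.5, 50 mM NaCl, 1 mM DTT, 0.05% BSA.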
B2AR arrestin: beta2AR (human) beta-arrestin recruitment activity; P07550; beta-arrestin recruitment to beta2AR, cell-based reporter; hit rate 0.02% among 330,000; Potency, µM (titrated, usually from 46.1 µM), for inactives: top-dose activation, usual class: activators;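 further: potency means the concentration at half of the fitted maximal effect; 0% = DMSO controls and full agonism = EC100 isoproterenol or metaproterenol; nearly all actives have a fitted effect of over 65% in size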
TCR activator: activates T cell receptor signaling; primary human leukocytes, anti-CD3, IL-2 HTRF, 48 h; Potency, µM (doses to about 9.22 µM), inactives show at the highest dose activation of IL-2 secretion, most hits filed as activators; 330,000 tested, under 10 active; AID 504894; further: % of control where 0% means no effect
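48 hr co-incubation of compounds, a-CD3 beads and primary human leukocytes; IL-2 quantified homogeneously by HTRF with anti-IL-2 K and d2 conjugates.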
The depositor's hits bear a star; ? = inconclusive; . = no result given; [ ] = remark or other dose. Unless noted, the call rests on the fitted dose curve; in most records, active means well fitted curve in the direction sought with a large enough effect; inconclusive means small, poorly fitted or top-dose-only effect, or another doubt; inactive means no such curve, though single readings can be large; an effect the other way counts as inactive or inconclusive.

Second line of a record – PTAP TSG101 blk, AT treatment, a7 integrin act, BRCA1 expr act, TRPV1 agonist, ELG1 repair inh, p53 reactivation, MLL CXXC-DNA inh, B2AR arrestin, TCR activator
> COc1cccc(/C=N/NC(=O)c2c(C)nc3ccc(Br)cn23)c1O
  -1%, -2%, -28%, -58%, -2, 2.1µM*, ?, 29%, 0.7%, 8%
> O=S(=O)(NC1CCCC1)c1ccc(Br)s1
  1%, 5%, 17%, 13%, 3, -7%, 1%, -4%, -0.3%, 4%
> O=C(CSc1ncn[nH]1)N1N=C(c2ccc(Cl)cc2)CC1c1ccco1 (stereo not given)
  -9%, 4%, ?, -39%, 1, 7%, 0%, 8%, 0.0%, 5%
> O=C(NCCCc1ccccc1)c1cccc(NC(=O)C2CCCCC2)c1
  -13%, ., 16%, 46%, ., ., ., ., ., 4%
> O=C(NCCc1ccccc1)c1ccncc1
  ., 9%, ., ., 22, ?, 22%, -2%, -0.1%, .
> CCN(CC)C(=O)C12C(=O)Oc3ccccc3C1C2(C)C(=O)c1ccc(F)cc1 (stereo not given)
  0%, -7%, 4%, -21%, 7, -7%, -3%, 0%, -0.2%, 2%
> CN(C)c1nc(Oc2ccc(/C=N/O)cc2)nc(N(C)C)n1
  -2%, 4%, 18%, 4%, 2, 0%, -4%, 30%, 2.1%, -4%
> COc1ccc(C(=O)N2CCC3(CC2)NCCc2[nH]cnc23)cc1OC
  -1%, 3%, 1%, 14%, 4, 11%, 13%, 2%, 0.3%, 4%
> COc1ccc2ccccc2c1/C=N/NC(=O)c1ccc([N+](=O)[O-])cc1
  -2%, -5%, 13%, 4%, -1, -4%, -1%, 27%, 0.5%, 4%
> COc1ccc(CCNC(=O)c2nnn(-c3ccc4c(c3)OCCO4)c2N)cc1OC
  -11%, -5%, -19%, -1%, 2, ?, ?, -1%, -0.5%, 4%
> Nc1cc(-c2cccc(Br)c2)nn1Cc1ccccc1
  1%, 7%, -12%, 1%, 5, ?, 29%, -5%, -0.7%, -3%[46.1 µM]
> CCCC1=Nc2cc(C(=O)NCCCOC(C)C)ccc2Sc2ccccc21
  -1%, 5%, -22%, -83%, ?, -1%, 20%, -3%, -0.1%, -2%
> CCN(CC(=O)NCc1cccs1)S(=O)(=O)c1cc(NC(C)=O)ccc1OC
  -4%, 1%, 1%, -4%, -1, 20%, 3%, ., -0.2%, 0%
> Cc1ccccc1CN1CCSc2sccc2C1=O
  1%, -10%, 8%, 13%, 8, 14%, ?, -1%, 0.0%, 6%
> CC(=O)c1cccc(OC(=O)Oc2cccc(C(C)=O)c2)c1
  -8%, ., 23%, -4%, ., ., ., ., ., -10%

Next compounds
Second line of a record – PTAP TSG101 blk, AT treatment, a7 integrin act, BRCA1 expr act, TRPV1 agonist, ELG1 repair inh, p53 reactivation, MLL CXXC-DNA inh, B2AR arrestin, TCR activator
> CC[C@H](C)[C@H]1CNC(=O)C(=O)N1CC1CCN(CCc2ccc(Cl)c(Cl)c2)CC1
  -1%, ., -21%, 9%, ., ., ., ., ., -4%
> O=C(CSc1ccc(Cl)cc1)OCC(=O)N1CCN(c2ccccc2)CC1
  -4%, -1%, 13%, 0%, 1, 9%, 3%, ., -0.3%, 7%
> O=C(CN1C(=O)c2cccc3cccc(c23)C1=O)N1CCOCC1
  -5%, -1%, -46%[inhibitor], -7%, 2, 12%, -4%, 15%, -0.3%, -2%
> Cc1ccc2[nH]c(=O)c(CN(CCCN3CCOCC3)C(=O)Nc3cccc(Cl)c3)cc2c1
  -4%, 1%, -9%, -16%, 25, ?, -12%, 6%, -0.5%, 13%[46.1 µM]
> COCCCNC(=S)N1CCN(c2nc(C)nc3sc4c(c23)CCCC4)CC1
  -5%, -10%, -40%[inhibitor], -20%, ?, 21µM*, 4%, 4%, 0.6%, 1%
> O=C(COC(=O)C1CC1)Nc1ncc(C(F)(F)F)cc1Cl
  -10%, 2%, 21%, -1%, 2, -7%, -3%, 5%, 0.5%, 3%
> Nc1nnc(CC(=O)N/N=C/c2ccc([N+](=O)[O-])cc2)s1
  3%, 3%, 6%, 17%, -5, -12%, -2%, -1%, 0.1%, 2%
> O=C(NCc1ccncc1)c1cccc(Cn2cc(Br)cn2)c1
  -8%, 4%, -9%, -48%, 23, -2%, 10%, 1%, -0.4%, 5%
> CCc1nc(NCCN2CCOCC2)c(C#N)c2c1CCCC2
  -2%, 9%, 10%, -25%, 3, -13%, 2%, 0%, -0.8%, 5%
> COc1ccc(C)cc1NC(=O)c1sc2ncn(CC(=O)N3CCCCC3)c(=O)c2c1C
  -4%, 17%, -18%, 15%, 0, -1%, 7%, 2%, 0.2%, 4%
> Cc1ccc(S(=O)(=O)N2CCN(C(=O)N(c3ccccc3)c3ccccc3)CC2)cc1
  -5%, -3%, -4%, -34%, 11, ?, 0%, ?, -0.9%, 3%
> COC(=O)c1c(C)[nH]c(C(=O)NCCc2ccc(S(N)(=O)=O)cc2)c1C
  -2%, 0%, -11%, -20%, 0, -2%, -6%, 7%, -0.1%, -4%
> COc1cccc(NC(=S)N(CCN2CCCCC2)Cc2ccco2)c1
  2%, -1%, 12%, 8%, 6, 9%, 9%, -3%, 0.0%, -4%
> COc1cccc(C(=O)C(C#N)=C(SC)SC)c1
  0%, -11%, 30%, -82%[inhibitor], 0, 8%, -10%, 5%, -1.1%, -9%
> O=C(Cn1ncc2c(=O)oc3ccccc3c21)N(Cc1ccco1)C1CCCCC1
  -2%, -1%, 0%, -5%, 2, 4%, 4%, -2%, -1.0%, -2%[46.1 µM]

Other entries:
Second line of a record – PTAP TSG101 blk, AT treatment, a7 integrin act, BRCA1 expr act, TRPV1 agonist, ELG1 repair inh, p53 reactivation, MLL CXXC-DNA inh, B2AR arrestin, TCR activator
> O=C(CSc1nnc(NC(=O)C2CCCCC2)s1)NCc1ccco1
  -1%, -2%, 0%, -1%, -1, -12%, 15%, 1%, -0.2%, -5%
> COc1ccccc1NC(=O)N(Cc1cccs1)Cc1cc2cc3c(cc2[nH]c1=O)OCO3
  -3%, 8%, -36%, -83%[inhibitor], 6, ?, ., 15%, 5.2%, 9%[46.1 µM]
> CCCNC(=O)COC(=O)c1c2c(nc3ccccc13)CCC2
  -1%, 1%, -36%, -8%, 3, -13%, -6%, -9%, -1.2%, 1%
> CSc1cccc(CNC(=O)CC2C(=O)NCCN2CC(C)(C)C)c1 (stereo not given)
  -2%, 5%, 0%, 14%, 4, -5%, 0%, -12%, -1.1%, 6%
> O=C(NC1CCCCCC1)C1c2ccccc2C(=O)N1C1CC1 (stereo not given)
  0%, -2%, 0%, 2%, 2, 5%, -8%, -5%, -0.4%, 1%
> COCCN(C(=O)CSCC(=O)Nc1cccc(C)c1)c1c(N)n(Cc2ccccc2)c(=O)[nH]c1=O
  -3%, -1%, -3%, -1%, 0, 20%, -4%, ., 0.2%, 6%
> CCOC(=O)C1CCN(C(=O)c2cccc(S(=O)(=O)NCc3ccccc3)c2)CC1
  1%, 1%, ?, -10%, 1, -2%, -3%, ., -0.2%, -9%
> N#Cc1cccc(NC(=O)COC(=O)c2ccccc2Sc2ccccc2C#N)c1
  4%, 1%, -2%, 21%, 1, ?, 27%, 12%, 0.6%, 2%[46.1 µM]
> C/C(=C1\SC(N2CCOCC2)=NC1=O)c1ccc(C)cc1
  -3%, -6%, -8%, -23%, ?, -5%, -2%, -1%, -1.0%, -2%
> CCN1CCSc2ccc(C(=O)NCc3ccccc3F)cc21
  -4%, -10%, -6%, -2%, ?, ?, -7%, ., 0.2%, 4%
> CC(C(=O)NCc1ccco1)n1cc(C(=O)c2ccco2)c2ccccc21 (stereo not given)
  -3%, -1%, -5%, 17%, 2, -3%, -7%, 8%, -0.4%, 4%
> O=C(CSc1ncn[nH]1)NCCc1ccc(Cl)cc1Cl
  1%, 5%, -4%, -9%, 20, -6%, -4%, 7%, -0.6%, 11%
> CCCCCCSc1nsc(NC(=O)CCC)n1
  1%, -5%, -8%, ?, 4, ?, ?, 1%, -0.3%, -3%
> O=C(/C=C/c1cccc([N+](=O)[O-])c1)N1CCN(c2ccc(F)cc2)CC1
  -4%, -5%, -23%, -27%, ?, 0%, -9%, -2%, 0.8%, 6%[46.1 µM]
> CN(C)CC#CCCCCCCC#CCN(C)C
  ., ., ., ., -2, 9%, 1%, 1%, 0.0%, .
> COc1ccccc1OCC(=O)N(Cc1nc(-c2ccc(Cl)cc2)no1)C(C)C
  -2%, 26%, -25%, -6%, ., ?, -2%, 5%, 0.2%, -6%
> C=CC[C@H]1CC(Cc2ccccc2)=C[C@H](CC=C)N1
  -3%, 6%, -48%[inhibitor], -16%, -4, 0%, -7%, 11%, -0.6%, -1%[46.1 µM]
> COc1ccc(OC)c(CCNC(=O)c2sc3nc4n(c(=O)c3c2C)CCC4)c1
  -3%, -11%, -28%, 0%, 1, -19%, 0%, -1%, -0.5%, 0%
